Screening results: PubChem BioAssay, several laboratories
STEP block – STEP phosphatase inhibitors, primary screen, biochemical, fluorescence intensity, uHTS | Tyrosine-protein phosphatase non-receptor type 5 (Homo sapiens), P54829 | recombinant STEP, OMFP fluorogenic substrate | inhibition, % at 20 µM | 360,000 tested, 0.25% active | AID 588621, 2011;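 active means inhibition at 20 µM, scaled per plate between control wells, above about 37%, limit read from the data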;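 further: 0% = DMSO with enzyme and substrate and 100% = substrate only without enzyme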
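Measure: Control-normalized % inhibition with plate pattern correction | Test system: STEP phosphatase, cell-free reaction | Medium: pH 6.0 Bis-Tris with DTT and Tween 20 | Technique: Fluorescence, 480/540 nm | Times: Reaction 20 min, ambient temperature | Doses: Single compound dose of 20 µM, 1% DMSO final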
Rin1 Abl inh – inhibitors of Rin1-Abl protein binding, primary screen, biochemical, TR-FRET | Tyrosine-protein kinase ABL1 (Homo sapiens) + Ras and Rab interactor 1 (Homo sapiens), … | inhibition, % at 7.35 µM | 360,000 tested, 0.4% active; in the data active means inhibition above about 5%, passing the limit was not always enough
LMPTP block – LMPTP phosphatase inhibitors, primary screen, biochemical, fluorescence intensity, uHTS. Low molecular weight phosphotyrosine protein phosphatase (Homo sapiens), P24666. recombinant LMPTP-A, OMFP fluorogenic substrate. inhibition, % at 20 µM. 360,000 tested, 0.22% active. AID 651560, 2012;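 active means compounds that cut the enzyme signal by at least half of the control window in the single-dose screen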;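 further: plate controls were DMSO wells with enzyme plus substrate for no effect and substrate without enzyme for full effect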
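Test system – LMPTP-A enzyme · Amount – LMPTP-A at 0.625 nM final in the reaction · Buffer or medium – Bis-Tris pH 6.0, DTT, detergent · Reagent – OMFP 400 µM · Doses – single 20 µM dose · Schedule – reaction 50 min, room temperature, dark · Detection – fluorescence intensity of OMFP turnover product · Evaluation – percent inhibition versus substrate-only and uninhibited controls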
Scp1 inh – Scp-1 phosphatase inhibitors, primary screen, biochemical, colorimetric, uHTS. Carboxy-terminal domain RNA polymerase II polypeptide A small phosphatase 1 (Homo …. 340,000 tested, 0.88% active. Recombinant Scp1, phosphopeptide, malachite green phosphate absorbance. inhibition, % at 20 µM. AID 493091, 2011;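 active means inhibition above about 50% at 20 µM, limit read from the data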;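 further: plate controls were DMSO wells with enzyme for no effect and wells lacking enzyme for full effect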
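Times: enzyme reaction 45 min at room temperature, colour 5 min, stabilisation 30 min. Material: SCP-1 catalytic fragment, aa 76-261. Medium: Acidic Tris acetate buffer with magnesium and detergent. Signal: colorimetric free-phosphate detection, absorbance 630 nm. Read-out basis: % inhibition of SCP-1 phosphate liberation. Reagent: Phosphorylated 17-residue peptide substrate.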
SUMO1-SIM PPI – modulators of SUMO1 protein-protein interactions, primary screen, biochemical, uHTS | Small ubiquitin-related modifier 1 (Homo sapiens), P63165 | SUMO1 binding to a labelled peptide, TR-FRET, 1 h | inhibition, % at 20 µM | 360,000 tested, 0.33% active | AID 602429, 2012; in the data active means inhibition above about 37%
NadD block – inhibitors of S. aureus NadD, primary screen, biochemical, colorimetric, uHTS; Nicotinate-nucleotide adenylyltransferase NadD (Staphylococcus aureus N315); purified NadD enzyme, colorimetric absorbance read-out; inhibition, % at 20 µM; 360,000 tested, 0.78% active; AID 602399, 2012; in the data active means inhibition above about 26%; further: some compounds past the cut are filed as inactive
CSN inh – inhibitors of CSN-mediated cullin deneddylation, primary screen, biochemical, fluorescence polarization, uHTS; COP9 signalosome complex subunit 5 (Homo sapiens), Q92905; Purified CSN, SCF-Nedd8-OG deneddylation; inhibition, % at 12.5 µM; 360,000 tested, 0.38% active; AID 651999, 2013;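 active means pattern-corrected inhibition above about 35%, with an unprinted fluorescence ratio check between 0.5 and 1.5, limit read from the data, passing the limit was not always enough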;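 further: 0% = enzyme with substrate and 100% = substrate without enzyme; some results filed as inactive read as strong as hits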
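Assay system: HEK293T-derived human Csn5 enzyme; quantity: 0.24 nM enzyme; medium: Tris/NaCl/DTT buffer, pH 7.5; also added: substrate SCFSkp2-Nedd8OG, 10 nM; doses: 12.5 µM compound; schedule: 90 min reaction at room temperature; signal: FP; read-out: % inhibition of substrate cleavage by Csn5; benchmarks: substrate-only high control, full reaction low control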
DNMT1 block – human DNMT1 methyltransferase inhibitors, primary screen, biochemical, molecular beacon, fluorescence, HinP1I cleavage, uHTS; DNA (cytosine-5)-methyltransferase 1 (Homo sapiens), P26358; inhibition (reported as % activation of signal), % at 10 µM; 360,000 tested, 0.83% active; in the data active means inhibition above about 50%
Neddylation inh – inhibitors of cullin neddylation, primary screen, biochemical, TR-FRET, uHTS, NAE and Ubc12. NEDD8-conjugating enzyme Ubc12 (Homo sapiens) + NEDD8-activating enzyme E1 regulatory …. calls only at 25 µM. 360,000 tested, 0.58% active; in the data active means inhibition above about 36%
Target sequence (P61081 whole entry, looked up): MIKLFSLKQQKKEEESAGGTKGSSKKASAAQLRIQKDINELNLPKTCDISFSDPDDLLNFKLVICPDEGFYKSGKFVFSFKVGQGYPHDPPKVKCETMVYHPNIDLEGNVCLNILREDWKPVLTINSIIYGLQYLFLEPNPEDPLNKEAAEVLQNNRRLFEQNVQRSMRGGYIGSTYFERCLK
Target sequence (Q13564 whole entry, looked up): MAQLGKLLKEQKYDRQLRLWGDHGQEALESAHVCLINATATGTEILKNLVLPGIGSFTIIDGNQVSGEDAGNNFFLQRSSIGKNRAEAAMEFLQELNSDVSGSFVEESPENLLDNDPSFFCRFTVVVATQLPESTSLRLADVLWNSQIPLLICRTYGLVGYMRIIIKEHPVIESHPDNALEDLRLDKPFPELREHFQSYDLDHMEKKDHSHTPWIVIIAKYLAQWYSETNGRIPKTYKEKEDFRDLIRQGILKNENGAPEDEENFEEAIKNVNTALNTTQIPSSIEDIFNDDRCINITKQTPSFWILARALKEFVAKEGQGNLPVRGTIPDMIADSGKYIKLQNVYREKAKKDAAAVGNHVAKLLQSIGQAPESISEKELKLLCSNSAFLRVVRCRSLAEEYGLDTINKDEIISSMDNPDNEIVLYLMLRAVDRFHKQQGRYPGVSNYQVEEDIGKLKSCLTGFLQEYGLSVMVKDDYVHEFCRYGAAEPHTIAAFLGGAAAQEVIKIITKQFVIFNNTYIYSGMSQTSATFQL
Rpn11 block – Rpn11 (PSMD14) deubiquitinase inhibitors, primary screen, biochemical, fluorescence polarization, uHTS; 26S proteasome non-ATPase regulatory subunit 14 (Homo sapiens), O00487; human 26S proteasome, Ub4-pepOG fluorescence polarization; 20S core pre-blocked with epoxomicin; calls only at 20 µM; 360,000 tested, 0.59% active; AID 588493, 2011;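 active means inhibition at 20 µM, scaled to each plate's controls, above about 33%, limit read from the data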
Target sequence (O00487 whole entry, looked up): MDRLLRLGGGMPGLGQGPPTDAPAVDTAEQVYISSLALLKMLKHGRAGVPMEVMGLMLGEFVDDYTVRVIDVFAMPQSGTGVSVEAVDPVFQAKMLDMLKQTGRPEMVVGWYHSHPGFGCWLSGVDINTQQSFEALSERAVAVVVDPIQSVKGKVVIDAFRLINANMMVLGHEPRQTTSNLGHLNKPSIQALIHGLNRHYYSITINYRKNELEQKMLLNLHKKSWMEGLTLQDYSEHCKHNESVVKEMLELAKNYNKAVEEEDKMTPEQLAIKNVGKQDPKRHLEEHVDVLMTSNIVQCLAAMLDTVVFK
The depositor's hits bear a star; i = inactive; / = no result given; + = active, no number; & = joins results of further samples.

Value order – STEP block	Rin1 Abl inh	LMPTP block	Scp1 inh	SUMO1-SIM PPI	NadD block	CSN inh	DNMT1 block	Neddylation inh	Rpn11 block
> CC(C)c1ccc(NC(=O)COC(=O)C2CCCCC2)cc1
  1	2	1.9	-8	5	-5	0	11	i	i
> O=[n+]1c2c(n([O-])c3cc(Br)ccc31)CCC2
  -1	-1	4.2	-2	-21	1	0	7	i	i
> COc1ccc(CCNC(=O)c2cccc(S(=O)(=O)N3CCCC3)c2)cc1
  0	-3	-0.2	-2	-3	-1	1	0	i	i
> O=C(NCc1ccon1)c1ccc(OC2CCN(CCc3ccccc3)CC2)cc1
  -2	4	1.0	1	2	-4	-4	-2	i	i
> CC(C(=O)NC1CCCC1)N(C(=O)c1ccc(-c2ccccc2)[nH]1)c1ccccc1F (centres undefined)
  3	-1	2.2	-1	-1	10	4	0	i	i
> O=c1c2cc(N3CCOCC3)ccc2[nH]c(=S)n1Cc1ccccc1Cl
  -1	-1	-0.6	-7	-5	2	1	-2	i	i
> COc1ccc(CN2C(=O)NC3(CCCCCC3)C2=O)cc1F
  -5	2	-1.5	-12	2	-3	1	2	i	i
> Cc1nnc(NCc2ccco2)c2ccccc12
  -4	-5	-1.4	0	1	-2	0	3	i	i
> Cc1cccc(-n2c(C)cc(C(=O)NC3CCCCC3)c2C)c1
  2	2	-2.0	0	1	-1	-10	0	i	i
> O=C(Nc1ccnn1C1CCN(Cc2ccc(OC(F)F)cc2)CC1)C1CCCC1
  -2	0	-0.4	0	-1	-3	-4	-8	i	i
> CC1(C)CC2CC(C)(CN2C(=O)COC(=O)c2ccc(O)cc2O)C1 (centres undefined)
  20	4	5.7	38	-1	-6	-1	39	i	i
> O=C(CNC(=O)c1ccc(S(=O)(=O)N2CCCC2)cc1)N/N=C/c1ccccc1
  -3	-1	0.6	-6	-4	2	1	6	i	i
> CCCOc1ccc(/C(O)=C2/C(=O)C(=O)N(CCN(C)C)C2c2ccc(O)c(OC)c2)cc1 (centres undefined)
  1	-3	-3.8	-7	-4	-18	2	4	i	i
> O=C(COc1cc2oc(=O)c3c(c2cc1Cl)CCC3)NCc1ccncc1
  0	-5	-0.7	1	-10	2	6	5	i	i
> COc1ccc(N2CC(C(=O)N3CCC(c4nc5ccccc5[nH]4)CC3)CC2=O)cc1 (centres undefined)
  0	3	-0.3	0	6	-2	5	-5	i	i
> CN1OC[C@@H]2CN(C(=O)C(C)(C)C)[C@H](c3cccc(Br)c3)C[C@@H]21
  2	0	-0.9	4	4	2	-4	8	i	i
> CC(=O)N1CC(C)Oc2ccc(S(=O)(=O)NC(CC(=O)O)c3ccccc3C)cc21 (centres undefined)
  -3	-1	-1.8	17	-1	-5	-1	2	i	i
> CCC(CC)N1CCN(C(=O)c2cc(OC)c(OC)c(OC)c2)CC1
  -2	2	-2.8	-6	1	-3	-2	10	i	i
> C=CCOC(=O)C1=C(C)NC(SCC(=O)NC(=O)OCC)=C(C#N)C1c1cccnc1 (centres undefined)
  2&0	0&-1	-7.2&-0.7	-8&-4	-5&-4	1&-3	1&7	8&6	i	i
> O=C(CCS(=O)(=O)Cc1ccccc1)NCc1ccco1
  -1	-2	-0.8	-1	-2	-1	0	1	i	i
> Cc1ccc(-n2cc(CNCCN3CCOC3=O)c(-c3cccc(C)c3)n2)cc1
  1	2	0.4	16	21	1	-1	2	i	i
> O=C(CSc1nc(C2CC2)nc2ccccc12)N1CCCCC1
  1	3	0.1	-1	-8	7	4	0	i	i
> O=C(CSc1ccc(F)cc1)Nc1ccccc1Br
  -5	0	-1.4	-3	0	-7	-2	1	i	i
> O=C(CN1CCN(C(=O)c2ccco2)CC1)Nc1ccccc1
  0	2	-1.5	4	5	-5	-4	6	i	i
> COc1cccc(NC(=O)C2CC(=O)N=C(N)S2)c1 (centres undefined)
  0	-3	-1.9	-7	-3	-7	3	2	i	i
> O=C(Cc1ccc(F)cc1)NCCS(=O)(=O)N1CCN(c2cccc(Cl)c2)CC1
  1	2	0.5	4	0	-9	-5	-4	i	i
> CCn1c(COc2ccccc2OC)nnc1SCC(=O)NC1CCCC1
  1	0	-0.9	-7	-1	3	2	0	i	i
> CCOc1cc(CNCc2ccccn2)ccc1OCC(=O)NC1CCCCC1
  2	-2	-0.4	10	0	-3	7	-2	i	i
> CCN(CCO)Cc1cc(=O)oc2cc3c(cc12)CCC3
  4	-4	1.0	-9	-5	1	4	-2	i	i
> O=C(CSc1cccc[n+]1[O-])NC1CCCCCCC1
  -3	-2	-1.8	-5	-1	-11	-2	-4	i	i
> CN(CCCNC(=O)CSc1cc(=O)n(C)c2cc(Cl)ccc12)Cc1ccccc1
  -1	-28	-1.0	-8	9	-7	6	-2	i	i
> CCCCCCCCC(=O)NCCOc1ccc(OC)cc1
  0	0	-0.7	-5	-1	-5	-3	5	i	i
> Cc1ccccc1C1CCCN(Cc2nc(C3CC3)no2)C1 (centres undefined)
  1	-1	-0.4	-3	4	-1	-4	9	i	i
> NC(=O)COC(=O)CSc1ccc2ccccc2c1
  0	2	-0.5	-7	-1	-3	2	9	i	i
> O=C(CCl)Oc1ccc2occ(C(=O)c3cccs3)c2c1
  -1	-2	-0.8	6	0	-6	1	7	i	i
> CC(C)CC1C(=O)N(Cc2cn(CCC3OCCCO3)nn2)CCS(=O)(=O)N1Cc1ccc(-c2ccc(Cl)c(Cl)c2)cc1 (centres undefined)
  -5	0	5.2	/	2	3	-1	-29	i	i
> CCC(=O)c1ccc(OCC(O)CN2CCCCC2)cc1 (centres undefined)
  -1	4	1.0	3	1	-5	-8	3	i	i
> CSc1nnc2ccc(-c3ccc(C)cc3)nn12
  0	2	-1.1	9	-35	-2	-5	0	i	i
> Cn1c(=O)oc2cc(S(=O)(=O)N3CCN(c4cccc(Cl)c4)CC3)ccc21
  0	-3	0.1	1	1	-5	16	-9	i	/
> COc1cc(OC)c(NC(=O)C2CCCO2)cc1Cl (centres undefined)
  0	2	-2.0	-5	1	4	4	11	i	i
> O=C(CNC(=O)c1ccco1)OC(C(=O)c1ccccc1)c1ccccc1 (centres undefined)
  -3	-4	0.8	-3	10	0	1	-5	i	i
> CC(c1ccccc1)n1c(N2CCNCC2)nc2c1c(=O)[nH]c(=O)n2C (centres undefined)
  -1	0	-1.1	-1	9	3	1	3	i	i
> COc1ccc(-c2cc(=Nc3ccc(C)cc3)c3ccccc3o2)cc1
  2	1	8.6	17	0	8	0	0	i	i
> COc1cc(C(=O)OCC(C)=O)c([N+](=O)[O-])cc1OC
  0	2	-1.3	-5	-9	1	-6	-1	i	i
> Nc1c(C(=O)N/N=C/c2cccnc2)cnn1-c1ccccc1
  2	-3	-0.7	-7	-7	-5	3	2	i	i
> Cc1ccc(S(=O)(=O)N(NC2=NS(=O)(=O)c3ccccc32)C(=O)c2ccccc2)cc1
  1	-1	-2.2	-2	2	-8	-4	17	i	i
> O=S1(=O)N=C(N2CCc3ccccc3C2)c2ccccc21
  0	0	-0.5	76*	4	-1	2	-4	i	i
> Cc1ccc(-n2nc3c(N4CCC(C(=O)N5CCN(C)CC5)CC4)nnc(C)c3c2C)cc1
  -4	0	5.0	-3	-12	0	10	-2	i	+
> CC(C)(C)Nc1nc(SCC(=O)Nc2ccccc2)nc(N2CCOCC2)n1
  -4	2	0.9	0	4	-7	-3	-4	i	i
> Fc1ccc(/C=N/NC(=S)Nc2ccc(Cl)cc2Cl)cc1
  4	-3	-0.7	-4	-1	0	-6	6	i	i
> O=c1nc2n(c3ccc([N+](=O)[O-])cc13)CCCCC2
  1	1	-0.1	0	-2	3	-3	-1	i	i
> Cc1ccc(SCCN)cc1C
  1	4	-1.9	-13	5	-3	1	0	i	i
> CCCCC(=O)NCc1ccc(F)cc1
  0	3	-0.5	-2	-1	-1	-9	14	i	i
> CCCOc1ccc(Cn2c(O)cc(=O)[nH]c2=O)cc1
  0	3	2.5	-3	3	1	18	2	i	+
> CC1OC(Nc2ccc(N=Nc3ccccc3)cc2)C(O)C(O)C1O (centres undefined)
  -1	1	-0.3	-4	-25	4	-2	-6	i	i
> O=C1CC(c2ccccc2)Cc2nc3nc(C(F)(F)F)nn3cc21 (centres undefined)
  2	-2	-0.8	-11	0	3	4	-6	i	i
> CC(=O)Nc1ccc(S(=O)(=O)N(C)c2nc3ccccc3nc2Cl)cc1
  -1	1	-0.6	10	-24	-5	0	-1	i	i
> CCc1ccc(Nc2cc(C)nc3nc(C)nn23)cc1
  -3	3	-0.9	3	8	-3	2	1	i	i
> COc1cc(C2NC(=S)NC(O)(C(F)(F)F)C2C(=O)c2cccs2)cc(OC)c1O (centres undefined)
  -4	-3	-0.3	-14	-1	0	0	2	i	i
> O=C(Oc1cccc(N2C(=O)CCC2=O)c1)C1CC(=O)N(c2ccc(Br)cc2)C1 (centres undefined)
  0	0	-0.1	-2	8	-3	9	-1	i	i
> CCOC(=O)C1=C(C)C(c2ccccc2O)NC(=O)N1 (centres undefined)
  2	1	-1.1	-4	3	4	2	-3	i	i
> COc1ccc(N(CC(=O)NCC(C)C)S(=O)(=O)c2ccccc2)cc1
  -1	0	-0.5	-5	-1	-3	1	2	i	i

Whole records from above. Screens in order: STEP block | Rin1 Abl inh | LMPTP block | Scp1 inh | SUMO1-SIM PPI | NadD block | CSN inh | DNMT1 block | Neddylation inh | Rpn11 block
Cc1ccc(-n2nc3c(N4CCC(C(=O)N5CCN(C)CC5)CC4)nnc(C)c3c2C)cc1 as listed: -4 | 0 | 5.0 | -3 | -12 | 0 | 10 | -2 | i | +
CCCCC(=O)NCc1ccc(F)cc1 as listed: 0 | 3 | -0.5 | -2 | -1 | -1 | -9 | 14 | i | i
